Bioassay records deposited in PubChem BioAssay by National Center for Advancing Translational Sciences (NCATS).
GLA spleen mod: qHTS Assay for Inhibitors and Activators of Human alpha-Galactosidase From Spleen Homogenate; 240,000 compounds, 0.008% hits; human spleen homogenate, 4MU-alpha-Gal fluorescence, 40 min; Potency, µM (doses to about 80 µM), for the others: at the top dose activity change, negative = inhibition, hits mostly inhibitors; AID 2107, 2009;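 further: 0% = enzyme with vehicle and -100% = no enzyme basal signal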
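Spleen homogenate 1 ug + cpd (titration) + 4-MU-alpha-D-galactopyranoside 1 mM; 37C 40 min; 50 mM citrate/phosphate pH 5.0, 0.01% Tween-20; stop pH 10; fluorescence 365/440; AC50 via Hill.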
GAA inh: qHTS Assay for Inhibitors of Human alpha-Glucosidase as a Potential Chaperone Treatment of Pompe Disease; purified human GAA, 4-MU-alpha-glucoside fluorescence; 200,000 compounds, 0.005% hits; Potency, µM (series often up to 76.9 µM), inactives show at the highest dose activity change, negative = inhibition, usual class: inhibitors; Lysosomal alpha-glucosidase (Homo sapiens), P10253;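 further: plate controls were uninhibited enzyme wells for no effect and no-enzyme background for full effect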
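Activity normalized between no-enzyme (basal) and enzyme-only wells. Conditions: 4 nM human enzyme, 400 uM fluorogenic substrate, citrate/phosphate pH 5.0 with Tween-20, 20 min room temperature, compounds up to 77 uM.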
GAA glycogen mod: qHTS Assay for Inhibitors and Activators of Human alpha-Glucosidase Cleavage of Glycogen; Lysosomal alpha-glucosidase (Homo sapiens), P10253; recombinant GAA, glycogen substrate, Amplex Red glucose oxidase fluorescence; Potency, µM (doses to about 76.4 µM), without a hit: at the top dose activity change, negative = inhibition, hits mostly inhibitors; 300,000 compounds, 0.38% hits; AID 2100, 2009;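 further: 0% = full enzyme reaction and -100% = no-enzyme basal signal; the screen sought inhibitors and activators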
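qHTS, 1536-well; enzyme 4 nM final; cpd up to 77 uM; substrate bovine liver glycogen 30 ug; 50 mM citrate/phosphate pH 5.0, 0.01% Tween-20; 37 C, 40 min; Amplex Red detection 45 min RT; Hill fit → AC50.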
Tau fluor cs: Counterscreen qHTS for Inhibitors of Tau Fibril Formation, Fluorescence Polarization; tau K18 P301L (four-repeat tau fragment) Alexa594 fluorescence, heparin fibrillization; Potency, µM (series often up to 57.7 µM), for the others: at the highest dose activity change, negative = decrease; 280,000 compounds, 0.93% hits; AID 1463, 2008; further: on the % scale 0 is the no-effect control and ±100 the full control effect; nearly all actives have a fitted effect of over 55% in size
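Human K18 P301L tau (15 uM unlabeled plus 0.24 uM Alexa 594-labeled, final) in 100 mM sodium acetate pH 7 was mixed with compound and 20 uM heparin and incubated 6 hr at 37 C.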
ALDH1A1 block: qHTS Assay for Inhibitors of Aldehyde Dehydrogenase 1 (ALDH1A1) | Purified ALDH1A1, NADH fluorescence, propionaldehyde substrate | Potency, µM (doses to about 75.3 µM), without a hit: at the top dose activity, negative = inhibition, hits mostly inhibitors | 220,000 compounds, 7.3% hits | AID 1030, 2008; active means well fitted inhibition curve with a large enough effect, not every such curve was filed as active; inconclusive means small, poorly fitted or top-dose-only effect, or another doubt; inactive means no such curve, though single readings can be large or run the other way;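 further: plate controls were no enzyme wells and a reference inhibitor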
Target sequence (P00352 whole entry, looked up): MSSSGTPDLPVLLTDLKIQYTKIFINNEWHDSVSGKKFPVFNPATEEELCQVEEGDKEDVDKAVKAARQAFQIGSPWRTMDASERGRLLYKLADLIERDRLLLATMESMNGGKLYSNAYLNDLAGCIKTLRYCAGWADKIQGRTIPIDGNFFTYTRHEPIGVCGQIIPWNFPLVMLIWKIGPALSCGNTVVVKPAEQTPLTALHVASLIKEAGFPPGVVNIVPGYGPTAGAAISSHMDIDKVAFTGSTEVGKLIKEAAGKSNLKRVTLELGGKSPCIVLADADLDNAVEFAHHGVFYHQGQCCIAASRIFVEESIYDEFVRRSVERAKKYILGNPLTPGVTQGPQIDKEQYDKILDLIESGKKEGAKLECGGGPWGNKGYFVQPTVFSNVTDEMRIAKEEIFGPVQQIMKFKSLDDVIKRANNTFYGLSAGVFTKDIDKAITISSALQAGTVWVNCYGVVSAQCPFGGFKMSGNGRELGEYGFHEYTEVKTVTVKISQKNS
NPSR antag: qHTS Assay for Antagonists of the Neuropeptide S Receptor: cAMP Signal Transduction; Q6W5P4; CHO-NPSR cells, cAMP TR-FRET, antagonist mode; Potency, µM (series often up to 38.3 µM), without a hit: at the highest dose activity change, negative = inhibition, hits mostly inhibitors; 220,000 compounds, 1% hits; AID 1461, 2008; further: on the % scale 0 is the no-effect control and ±100 the full control effect; nearly all actives have a fitted effect of over 50% in size; many of its hits are not listed in these tables
Target sequence (Q6W5P4 whole entry, looked up): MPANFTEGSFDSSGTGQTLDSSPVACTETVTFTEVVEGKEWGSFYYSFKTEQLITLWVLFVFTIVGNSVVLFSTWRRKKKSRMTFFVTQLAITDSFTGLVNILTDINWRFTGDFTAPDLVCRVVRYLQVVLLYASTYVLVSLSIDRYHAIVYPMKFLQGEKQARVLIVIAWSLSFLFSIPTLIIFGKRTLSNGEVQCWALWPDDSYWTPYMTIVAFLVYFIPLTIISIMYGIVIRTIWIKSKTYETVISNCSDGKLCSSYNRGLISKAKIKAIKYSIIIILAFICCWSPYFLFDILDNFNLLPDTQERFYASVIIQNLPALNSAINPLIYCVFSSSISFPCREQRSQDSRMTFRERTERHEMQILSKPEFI
aGlu spleen mod: qHTS Assay for Inhibitors and Activators of Human alpha-Glucosidase From Spleen Homogenate. Lysosomal alpha-glucosidase (Homo sapiens), P10253. human spleen homogenate, 4-MU-alpha-glucoside fluorescence. 240,000 compounds, 0.006% hits. Potency, µM (highest dose often 79.9 µM), for inactives: at the top dose activity change, negative = inhibition, most hits filed as inhibitors;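 further: 0% = enzyme with vehicle and -100% = no enzyme basal signal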
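Enzyme source: human spleen homogenate, 1 ug/well. Buffer 50 mM citric acid/K phosphate pH 5.0, 0.01% Tween-20. 4-MU-alpha-glucoside 1 mM; 37 C x 40 min; NaOH/glycine stop; fluorescence.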
Epigenetic reg: Quantitative High-Throughput Screen for Regulators of Epigenetic Control; murine LDR cells, GFP reporter derepression, 30 h; Potency, µM (titrated, usually from 53.9 µM), for inactives: top-dose GFP activation, most hits filed as activators; 280,000 compounds, 0.2% hits; AID 1865, 2009; further: % of control where 0% means no effect; nearly all actives have a fitted effect of over 60% in size
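Derepression of a silenced CMV-GFP reporter in murine LDR cells is scored by enumerating GFP-positive cells with a laser-scanning microplate cytometer after 30 hours of treatment at 37 C.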
Starred values were filed as active, the others as inactive; ? = inconclusive; nt = no result given; [ ] = dose if it differs, or a comment. Unless noted, the call rests on the fitted dose curve; in most records, active means well fitted curve in the direction sought with a large enough effect; inconclusive means small, poorly fitted or top-dose-only effect, or another doubt; inactive means no such curve, though single readings can be large; an effect the other way counts as inactive or inconclusive. Potency means the concentration at half of the fitted maximal effect.

SMILES,GLA spleen mod,GAA inh,GAA glycogen mod,Tau fluor cs,ALDH1A1 block,NPSR antag,aGlu spleen mod,Epigenetic reg
Cc1ncc(CN2CCCC(CCC(=O)NCc3ccc(F)c(F)c3)C2)s1 (stereo unspecified),-2%,?,20%,8%,13%,-5%,-5%,0.2%
COc1ccc(C(=O)N[C@H]2COC(C)(C)O[C@H]2c2ccccc2)cc1,2%,-4%,-16%,6%,-16%,-4%[46.1 µM],2%,0.0%
O=C(/C=C/c1ccc(OCCCF)cc1)NCc1ccc(Cl)cc1,-17%,-4%,0%,-6%,9%,-14%[46.1 µM],-6%,-1.9%
CC(C)CNC(=S)N1CCC(NC(=O)C23CC4CC(CC(C4)C2)C3)CC1,0%,11%,-1%,-4%,4%,0%[46.1 µM],2%,-3.7%
CC(=O)Nc1ccc(NC(=O)C(C)OC(=O)c2ccccc2C(=O)c2ccc(Cl)c([N+](=O)[O-])c2)cc1 (stereo unspecified),5%,-1%,-3%,?,6%,?,2%,?
N#CC(=C1N=c2ccccc2=N1)c1c(O)[nH]c2ccccc12,-5%,-5%,8%,-14%,1%,2%[46.1 µM],-6%,-1.1%
Cc1ccnc(N(C(=O)Nc2ccccc2)C2=NCC(C)(C)S2)c1,-7%,nt,6%,-12%,nt,1%,5%,0.1%
O=C(Cc1ccccc1)NC(NC(=O)Cc1ccccc1)c1cccc([N+](=O)[O-])c1,-4%,7%,-9%,10%,4%,6%,3%,0.0%
Cc1ccc(C)c(C(=O)CSc2nnnn2-c2cccnc2)c1,6%,10%,7%,-8%,-10%,1%[46.1 µM],0%,1.9%
Cc1cc(C)nc(Sc2ccc(/C=C(\C#N)C(N)=O)o2)n1,-2%,-1%,4%,-4%,11%,-12%,-1%,-0.9%
CCOC(=O)c1sc(NC(=O)C(C)Sc2nnc(N)s2)nc1C (stereo unspecified),-8%,2%,5%,-15%,1%,-8%,4%,-6.0%
O=C(Cc1cccs1)NCc1cn2ccccc2n1,9%,?,?,-10%,?,-6%[46.1 µM],7%,1.0%
CC(C)COc1ccc(C(=O)NCc2ccco2)cc1,4%,1%,3%,-2%,?,-9%[46.1 µM],4%,0.0%
Cc1c2ccccc2nc2c(F)c(N(C)C)c(F)c(F)c12,-11%,3%,14%,-13%,?,-13%,-3%,10%
c1cncc(CSc2nnc3ccc(-c4ccco4)nn23)c1,3%,-2%,7%,-5%,?,8%,nt,-2.7%
CC(=O)c1sc(NC(=O)COc2c(C)cc(Cl)cc2C)nc1C,3%,-2%,-7%,-16%,4%,0%,-15%,4.2%
Cc1cccc(CSCCNC(=O)CN(c2cc(C)cc(C)c2)S(C)(=O)=O)c1,6%,nt,-9%,-14%,nt,?,-7%,-4.3%
Cc1cc2nc3c(=O)[nH]c(=O)nc-3n(C)c2cc1C=O,-2%,nt,nt,-24%,1%,nt,-3%,2.9%
COc1ccc(NC(=S)Nc2ccccc2)c(OC)c1,8%,-5%,-24%,-13%,?,3%,nt,-2.2%
CC(OC(=O)c1ccccc1NS(=O)(=O)c1cccc(C(F)(F)F)c1)C(=O)N(C)Cc1ccccc1 (stereo unspecified),5%,-3%,-16%,-19%,-8%,-19%[46.1 µM],1%,-0.9%

A different layout for some results above:
> Cc1cc(C)nc(Sc2ccc(/C=C(\C#N)C(N)=O)o2)n1
- GLA spleen mod: -2%
- GAA inh: -1%
- GAA glycogen mod: 4%
- Tau fluor cs: -4%
- ALDH1A1 block: 11%
- NPSR antag: -12%
- aGlu spleen mod: -1%
- Epigenetic reg: -0.9%

> CCOC(=O)c1sc(NC(=O)C(C)Sc2nnc(N)s2)nc1C (stereo unspecified)
- GLA spleen mod: -8%
- GAA inh: 2%
- GAA glycogen mod: 5%
- Tau fluor cs: -15%
- ALDH1A1 block: 1%
- NPSR antag: -8%
- aGlu spleen mod: 4%
- Epigenetic reg: -6.0%

Additional compounds follow:
SMILES,GLA spleen mod,GAA inh,GAA glycogen mod,Tau fluor cs,ALDH1A1 block,NPSR antag,aGlu spleen mod,Epigenetic reg
COc1cnn(-c2ccccc2)c(=O)c1N(C)C,1%,1%,-6%,-3%,-3%,-3%[46.1 µM],-8%,6.0%
O=C1CN(C(=O)c2ccc(Br)o2)C(c2ccccc2)c2cc(Cl)ccc2N1 (stereo unspecified),-1%,-10%[15.4 µM],-4%,-18%,-18%,-24%[46.1 µM],-3%,0.9%
CC1CC(C)CN(C(=O)Cc2c(C(=O)O)[nH]c3ccc(Cl)cc23)C1 (stereo unspecified),4%,-2%,4%,3%,4%,-6%,-2%,-1.7%
O=C1CSC(=Nc2ccccc2)N1Cc1ccccc1,-2%,-2%,-12%,-7%,-4%,-18%,1%,1.5%
O=C(Cn1nc(Cc2cccnc2)c2ccccc2c1=O)NCC1CCCO1 (stereo unspecified),10%,-6%,3%,-3%,3%,23%[46.1 µM],-14%,-0.8%
COc1cc(C2C3=C(CCCC3=O)Nc3ccc4ncccc4c32)ccc1O (stereo unspecified),3%,9%,?,3%,4%,5%,4%,-1.1%
Cc1cccnc1NC(=O)CCCN1C(=O)c2ccccc2C1=O,-7%,-3%,-2%,5%,11%,16%[46.1 µM],-16%,0.0%
CCCn1c(SCc2cc(=O)oc3ccc4ccccc4c23)n[nH]c1=O,5%,9%,7%,-8%,?,-25%[46.1 µM],7%,-0.1%
COCC(C)NCc1ccc(OC)c(Br)c1 (stereo unspecified),-11%,-3%,3%,2%,?,5%,nt,11%
CCCCCc1c(C)nc(NCc2ccccc2)[nH]c1=O,-5%,-12%,18%,-24%,-3%,-20%[46.1 µM],-6%,0.8%
Cc1ccccc1C(=O)Nc1cccc(N)c1,2%,-3%,-5%,-10%,?,-2%[46.1 µM],0%,-1.1%
Cc1ccc(NC(=O)CCN2C(=O)CSC2=O)cc1,-2%,-1%,2%,-3%,-4%,-12%[46.1 µM],-12%,0.0%
NC(=NC(=O)c1ccccc1)N1CCOCC1,1%,2%,15%,0%,-5%,6%[46.1 µM],-2%,-1.1%
CCC(C)(C)NC(=O)c1ccc2c(c1)OCCO2,0%,5%,-12%,-3%,-5%,14%,-7%,-7.4%
CN1CCN(Cc2cc(=O)oc3cc4c(cc23)CCC4)CC1,7%,2%[15.4 µM],-10%,-1%,-11%,11%[46.1 µM],5%,2.0%
COc1cc(OC)c2c(c1)OC(=O)CC2c1ccc(C)cc1 (stereo unspecified),11%[119 µM],nt,nt,-29%[81.3 µM],4%,nt,1%[119 µM],-3.0%
CN=C(Nc1cc(Cl)ccc1Cl)SC1CC(=O)N(c2ccc(C(=O)OC)cc2)C1=O (stereo unspecified),-10%,-27%,-7%,?,0%,?,-2%,0.0%
N#Cc1cccc(-c2nc(Nc3ccncc3)c3ccccc3n2)c1,9%,nt,nt,-23%,6%,nt,0%,6.1%
CC(C)=C(NC(=O)c1ccccc1)C(=O)N/N=C/c1ccc(O)cc1,2%,1%,4%,-15%,?,3%,-6%,0.0%
CCN(CC)CCN(Cc1cc2cc3c(cc2[nH]c1=O)OCCO3)C(=O)NC1CCCCC1,20%,?,-2%,-14%,?,4%[46.1 µM],-6%,-1.0%

Carrying on.
SMILES,GLA spleen mod,GAA inh,GAA glycogen mod,Tau fluor cs,ALDH1A1 block,NPSR antag,aGlu spleen mod,Epigenetic reg
O=C(Oc1cccc2c(O)cccc12)c1ccccc1,-2%,-11%,28µM*,13µM*[quencher],7%,?,-2%,-1.0%
COc1cccc(CN2CCN(C3CCN(c4ccccc4C)CC3)CC2CCO)c1 (stereo unspecified),-3%,?,9%,-9%,10%,10%,-1%,2.5%
CCCN(CCC)S(=O)(=O)c1ccc(C(=O)Nc2nnc(-c3cccc(OC)c3)o2)cc1,0%,-12%,9%,-22%,2%,-10%,-10%,6.7%
COc1ccc(N2CCN(CCCNS(=O)(=O)c3c(C)noc3/C=C/N(C)C)CC2)cc1,3%,-27%,-12%,?,-9%,-16%[46.1 µM],-1%,0.0%
COc1ccc(OCC(=O)O/N=C(\N)Cc2cccs2)cc1,-6%,0%,9%,-13%,-10%,8%,-3%,-0.9%
CCOC(=O)N1CCC(NC(=O)CCc2nc(-c3ccccc3F)no2)CC1,8%,-12%,3%,4%,-13%,-3%[46.1 µM],1%,0.0%
COCCCN1CN(S(=O)(=O)c2ccc(Cl)cc2)c2nc3ccccc3nc21,11%,-4%,-2%,-15%,?,-12%[46.1 µM],6%,-1.6%
O=C(NC1(C(F)(F)F)NC(=O)N(Cc2cccnc2)C1=O)c1ccncc1 (stereo unspecified),1%,0%,-2%,-8%,5%,-5%[46.1 µM],1%,-1.0%
O=C(CN1CCC(n2nnc3cc(F)ccc32)CC1)NCc1ccco1,2%,4%,-3%,-16%,14µM*,-22%[7.67 µM],1%,-6.0%
CC1(C)C2CC=C(/C=N/NC(=O)C(N)=O)C1C2 (stereo unspecified),-1%,-3%[15.4 µM],-3%,-5%,?,-14%,-9%,0.5%
O=C(OCc1cc2ccccc2[nH]c1=O)c1cccs1,-7%,0%,12%,-9%,-6%,-3%,-12%,2.1%
Cc1cccc(NC2SC(=O)NC2=O)c1 (stereo unspecified),-4%,?,18%,-7%,2%,4%,-9%,-0.4%
Cc1cc(Cl)ccc1OCC(=O)N1CCCN(C(=O)COc2ccc(Cl)cc2C)CC1,3%,?,3%,-18%,3%,-44%,-10%,9.5%
CC(Cl)c1cc(-c2ncc(C(F)(F)F)cc2Cl)no1 (stereo unspecified),7%,-3%,-14%,-3%,-2%,0%,nt,-0.1%
CCOC(=O)CNC(=O)CSc1nnc(-c2ccc(OC)cc2)n1CC,3%,15%,4%,3%,5%,4%[46.1 µM],-1%,-1.0%
Cc1cc(OCC(=O)N2CCOCC2)ccc1NC(=O)C1CCCCC1,-7%,-2%,11%,6%,6%,-8%[46.1 µM],-4%,2.3%
C(=C\c1ccccc1)/CSc1nnc(-c2cccnc2)n1Cc1ccco1,-27%,-1%,14%,2%,?,-17%[46.1 µM],5%,-7.8%

An excerpt; the hit share may differ from the screen's.
